Screens: PubChem, several laboratories
Rab2 wt GTP: changes GTP binding to wildtype dog Rab2A, up or down. AID 760. actives 0.19% (n = 190,000). GST-Rab2 wt beads, Bodipy-GTP binding, flow cytometry. P61105. GTP binding activity, % at 10 µM;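 active = GTP binding activity at least 20 points away from 100%, either lowered or raised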;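 note: 0% = beads with excess unlabeled GTP and 100% = no-compound control corrected for plate trend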
HRas wt GTP bind: changes GTP binding to wildtype human HRas. GTP binding activity, % at 10 µM. actives 0.14% (n = 190,000). AID 759. P01112. GST-Ras wt beads, Bodipy-FL-GTP binding, flow cytometry; actives lie on both sides;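 active = GTP binding activity at least 20% away from the 100% baseline, either lowered as inhibitor or raised as activator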;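 note: 0% = unlabeled GTP competition control and 100% = no-compound control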
Rab7 wt modul: dog Rab7 wildtype GTP binding, inhibitors and activators; GTP binding activity (percent of control), % at 10 µM; actives 0.055% (n = 190,000); GST-Rab7 beads, fluorescent GTP binding, flow cytometry; actives lie on both sides; untreated = 100%, excess cold GTP = 0%;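 active = fluorescent GTP binding to Rab7 beads changed by at least 20 points from the 100% baseline, either direction, mostly lower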;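 note: median green fluorescence of bound Bodipy-FL-GTP per Rab7 bead population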
GSH bead fluor: GSH bead compound fluorescence profile | fluorescence (KMESF) at 10 µM | actives 0.25% (n = 190,000) | GSH beads flow cytometry, compound fluorescence 488/530 nm; active compounds read high; in the data active = fluorescence above about 89;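 note: glutathione beads carrying GST-tagged Bcl family fusion proteins plus one bare bead set; values are compound well signal with DMSO vehicle wells as background; inactives centre near 16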
Pf gametocyte: P. falciparum stage V gametocyte viability inhibition | actives 0.065% (n = 150,000) | P. falciparum stage V gametocytes, ATP luminescence, 24 h | AID 743093 | inhibition, % at 10.9 µM;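 active = inhibition above the mean plus 3 SD of compounds within the control limits, set per campaign, cut at about 38% in these data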;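 note: 0% = DMSO wells and 100% = medium only without gametocytes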
Cdc42 wt: modulators (inhibitors or activators) of GTP binding to human Cdc42 wildtype | actives 0.2% (n = 190,000) | percent activity (GTP binding), % at 10 µM | AID 761 | GST-Cdc42 beads, Bodipy-GTP binding, flow cytometry; actives lie on both sides | P60953;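 active = percent activity GTP binding at least 20 points away from the 100% baseline, either down as inhibitor or up as activator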;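 note: median bead fluorescence of bound Bodipy-FL-GTP at 100 nM; 0% = excess unlabeled GTP control and 100% = no compound control; below 100% means less GTP binding so inhibitor and above means activator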
Rac1 mut GTP: modulators of GTP binding to human Rac1 activated mutant. actives 0.11% (n = 190,000). GST-Rac1 activated beads, fluorescent GTP binding, flow cytometry; actives lie on both sides; 100% means binding = to untreated wells. percent activity (GTP binding), % at 10 µM. P63000;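 active = GTP binding at least 20 percentage points away from the 100% baseline, in either direction, so actives lie on both sides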
ABCB1 block: inhibitors of human ABCB1 transporter, ABCG2 counter-screen | inhibition, % at 6.6 µM | CCRF-Adr cells, JC-1 efflux, flow cytometry | actives 0.067% (n = 190,000) | AID 1326 | P08183; in the data active = inhibition above about 40%;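 note: 0% = vehicle and 100% = reference inhibitor; higher value means more JC-1 retained so stronger ABCB1 efflux block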
Target sequence (P08183 whole entry, looked up): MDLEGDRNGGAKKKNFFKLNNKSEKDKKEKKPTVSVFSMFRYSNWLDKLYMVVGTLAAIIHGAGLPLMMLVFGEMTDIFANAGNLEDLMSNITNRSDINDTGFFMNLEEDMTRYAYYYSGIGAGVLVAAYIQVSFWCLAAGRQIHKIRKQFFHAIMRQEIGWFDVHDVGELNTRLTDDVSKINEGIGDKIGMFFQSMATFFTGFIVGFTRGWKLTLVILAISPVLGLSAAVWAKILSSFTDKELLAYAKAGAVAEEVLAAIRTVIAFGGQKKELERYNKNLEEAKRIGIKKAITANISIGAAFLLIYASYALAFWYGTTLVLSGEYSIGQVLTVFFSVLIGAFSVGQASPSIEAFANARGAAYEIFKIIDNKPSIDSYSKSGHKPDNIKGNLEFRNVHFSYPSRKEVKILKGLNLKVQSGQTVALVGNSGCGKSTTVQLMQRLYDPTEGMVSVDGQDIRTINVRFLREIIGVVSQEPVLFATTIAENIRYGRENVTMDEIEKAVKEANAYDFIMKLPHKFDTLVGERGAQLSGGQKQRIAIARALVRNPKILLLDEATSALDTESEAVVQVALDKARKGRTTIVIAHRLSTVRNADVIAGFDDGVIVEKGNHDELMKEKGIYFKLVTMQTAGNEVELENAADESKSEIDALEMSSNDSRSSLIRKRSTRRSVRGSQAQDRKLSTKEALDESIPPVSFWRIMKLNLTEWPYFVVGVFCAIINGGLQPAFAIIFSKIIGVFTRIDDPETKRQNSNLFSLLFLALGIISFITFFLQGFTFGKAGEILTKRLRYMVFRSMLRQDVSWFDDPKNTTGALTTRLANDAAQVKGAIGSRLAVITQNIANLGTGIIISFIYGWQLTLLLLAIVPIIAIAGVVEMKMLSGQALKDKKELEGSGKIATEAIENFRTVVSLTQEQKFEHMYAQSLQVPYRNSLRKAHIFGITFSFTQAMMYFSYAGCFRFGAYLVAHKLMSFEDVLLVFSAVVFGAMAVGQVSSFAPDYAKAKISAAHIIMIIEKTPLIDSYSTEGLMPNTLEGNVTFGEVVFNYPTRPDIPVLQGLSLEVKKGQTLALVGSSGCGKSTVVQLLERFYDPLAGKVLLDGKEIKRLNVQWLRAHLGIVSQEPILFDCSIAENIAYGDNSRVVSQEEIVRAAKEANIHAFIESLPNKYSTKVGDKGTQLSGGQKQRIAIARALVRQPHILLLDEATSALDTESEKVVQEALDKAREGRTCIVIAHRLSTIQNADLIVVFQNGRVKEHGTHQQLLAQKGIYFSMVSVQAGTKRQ
Avidin bead fluor: avidin bead compound fluorescence profile. AID 1775. Avidin beads, compound fluorescence 488/530 nm, flow cytometry; active compounds read high. actives 0.38% (n = 220,000). fluorescence (KMESF) at 10 µM; in the data active = fluorescence above about 47; note: inactives centre near 10
ABCG2 block: inhibitors of human ABCG2 transporter, ABCB1 counter-screen | Q9UNQ0 | IgMXP3 cells, JC-1 efflux, flow cytometry | inhibition, % at 6.6 µM | actives 0.1% (n = 190,000) | AID 1325;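 active = inhibition above 80%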;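 note: 0% = DMSO and 100% = nicardipine control wells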
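Test system: IgMXP3 (ABCG2) plus far-red-tagged CCRF-Adr (ABCB1) cells. Reagent: JC-1 dye as substrate. Timing: 10 min exposure at 25 °C with rotation, no wash. Measured by: flow cytometric JC-1 green MFI at 530 nm. Read-out: percent efflux inhibition, scaled nicardipine 100% to DMSO 0%. Control set: nicardipine and DMSO wells.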
Rac1 wt modul: alters GTP binding to wildtype human Rac1 | GST-Rac1 beads, fluorescent GTP binding, flow cytometry; actives lie on both sides; 0 = cold GTP competed, 100 = untreated | P63000 | actives 0.27% (n = 190,000) | GTP binding activity (% of control), % at 10 µM;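 active = GTP binding activity at least 20 points away from the 100% control level, either lower or higher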
* = called active by the depositor; / = not tested or not shown. No enrichment for hits; about 1.1% have a hit in one of these screens.

no.	Structure	ABCG2 block	Rac1 mut GTP	Cdc42 wt	Rab7 wt modul	ABCB1 block	Rac1 wt modul	Pf gametocyte	Rab2 wt GTP	HRas wt GTP bind	GSH bead fluor	Avidin bead fluor
1	N#C/C(=C\c1cccc([N+](=O)[O-])c1)c1ccccn1	12	97	97	106	1.0	100	-2	98	98	16	8
2	CCn1cc(CNC(=O)CCSc2nc(-c3ccco3)cc(C(F)(F)F)n2)cn1	5	102	103	97	0.9	102	/	100	101	17	39
3	CCC1SC(CC)C(=O)N(CC(=O)NCCc2ccccc2)C1=O (stereo not drawn)	0	95	96	105	-0.1	93	13	99	100	9	25
4	COc1cc(C2N(c3ccccc3)CCN2c2ccccc2)cc(OC)c1OC	3	98	99	100	0.7	99	14	100	99	30	17
5	Cc1ccc(S(=O)(=O)/N=C2/NC(=O)/C(=C/c3cccnc3)S2)cc1	1	92	92	92	0.2	92	/	92	94	7	/
6	Cc1cc(=O)[nH]c(CN2CCOCC2)n1	4	98	96	95	0.8	97	11	96	96	10	8
7	Cc1ccccc1OCC(=O)Nc1ccc(NC(=O)c2ccco2)cc1	3	96	96	93	1.0	96	1	96	94	17	9
8	CN(C)CCCN(C(=O)c1ccco1)c1nc2ccc(Br)cc2s1	6	97	96	92	0.7	98	5	95	96	25	10
9	CCOc1cccc(OCCOCCn2cnc3ccccc3c2=O)c1	5	98	110	102	1.1	105	/	103	103	13	14
10	CSCCC(NC(N)=O)C(=O)Nc1cccc(S(=O)(=O)N2CCOCC2)c1 (stereo not drawn)	-1	95	99	97	0.2	99	/	98	100	16	8
11	CC(=O)NC(=S)Nc1ccccc1C(=O)Nc1ccccc1	2	97	99	98	0.2	99	-9	97	96	13	18
12	Cn1cnnc1Sc1cc(N2CCN(S(=O)(=O)c3ccc4ccccc4c3)CC2)ccc1[N+](=O)[O-]	6	98	104	93	0.6	102	1	98	97	8	4
13	Cc1occc1-c1nnc(SCC(=O)N2CCOCC2)n1CC(C)C	2	102	106	98	0.1	106	/	103	103	23	21
14	O=C(COc1ccccc1Cl)N1CCN(c2ccc(F)cc2)CC1	0	104	109	113	0.0	108	-1	112	110	20	19
15	CC(=O)COC(=O)C1CC(=O)N(c2ccc(C)c(C)c2)C1 (stereo not drawn)	1	95	98	102	0.1	99	-5	100	97	11	10
16	CCC(C)NC(=O)c1ccccc1NC(=O)CN1C(=O)c2ccccc2S1(=O)=O (stereo not drawn)	1	94	98	100	0.5	99	/	99	100	27	7
17	O=C(c1cccnc1)N1CCN(c2ccc3ccccc3n2)CC1	0	99	105	107	0.0	107	11	103	104	10	13
18	Cc1ccc(NC(=O)C(C)OC(=O)c2ccc(NS(=O)(=O)c3ccc(F)c(F)c3)cc2)cc1 (stereo not drawn)	-2	92	97	97	0.1	97	/	92	98	7	4
19	Cc1cc(=O)n2c3ccccc3n(CC(O)CN3CCN(CCO)CC3)c2c1C#N (stereo not drawn)	1	98	98	99	0.4	99	-9	98	97	21	10
20	O=C(CN1CCN(S(=O)(=O)c2ccc(F)cc2)CC1)Nc1cc(C(F)(F)F)ccc1Cl	27	99	100	98	34	102	-6	103	99	36	5
21	CC1CCN(c2nnc(-c3ccccc3)c3ccccc23)CC1	9	94	94	90	0.8	97	-15	95	95	13	10
22	FC(F)(Cl)c1nnc2ccc(Sc3ccccn3)nn12	1	100	104	96	0.2	107	-16	100	102	15	12
23	COc1ccccc1N1CCN(CC(=O)Nc2ccc(CN3CCCCC3)cc2)CC1	1	98	103	104	0.9	104	/	102	101	24	10
24	COCCNC(=O)c1c(NC(=O)c2nc(SC)ncc2Cl)sc2c1CCCC2	38	95	96	95	2.2	93	-14	95	97	38	11
25	CCCc1nc(SCc2ccccc2Cl)n[nH]1	2	100	101	96	-1.1	107	-4	100	101	42	7
26	CN1CCN(c2nc(C#N)cc(-c3ccccc3)n2)CC1	1	99	100	105	0.3	103	4	104	102	57	25
27	COc1ccc(C(C)=O)cc1CN1C(=O)NC2(CCCCC2C)C1=O (stereo not drawn)	0	101	104	103	-0.1	103	2	104	104	20	8
28	Cc1ccc(N2CC(C(=O)NCCC(C)C)CC2=O)cc1 (stereo not drawn)	17	102	105	102	1.1	108	27	103	103	22	30
29	COc1ccc(CN2CC(C(=O)NCCN3CCOCC3)CC2=O)cc1 (stereo not drawn)	3	99	104	100	1.9	104	/	101	103	30	17
30	O=C(O)CSC(C(=O)Nc1ccc(C(F)(F)F)cc1)c1ccccc1 (stereo not drawn)	5	97	101	96	0.5	98	/	99	100	67	8
31	O=S(=O)(c1cccs1)N1CCN(Cc2nc3ccccc3s2)CC1	0	90	93	97	0.7	99	14	94	93	35	15
32	CC1(C)CC(=O)C(N=Nc2c(Cl)cc(Cl)cc2Cl)=C(O)C1	-1	101	98	98	0.4	102	/	100	100	16	15
33	N#Cc1cc(Oc2ccc(Cl)cc2)c(N2CCOCC2)cc1C#N	1	98	97	97	0.1	101	/	100	99	17	21
34	Cc1occc1C(=O)NC(C)C12CC3CC(CC(C3)C1)C2 (stereo not drawn)	4	98	97	105	0.5	104	1	100	103	24	9
35	COc1ccc(N2CCN(C(=O)CSc3nnc4c(C)cc5ccccc5n34)CC2)cc1	18	96	95	98	2.4	92	-15	96	95	10	10
36	CCc1nc(SCC(=O)Nc2ccnc3ccccc23)n[nH]1	0	98	95	99	0.0	97	/	96	97	16	16
37	Cc1ccccc1NC(=S)NCC(c1cccnc1)N(C)C (stereo not drawn)	22	99	101	103	1.2	101	28	97	98	16	15
38	CC(C)(C)c1nc(C(C)(C)C)c(Br)c(=O)[nH]1	-2	100	102	101	-0.1	101	-1	97	100	7	2
39	CCCc1[nH]nc2c1C(c1ccccc1OCC)C(C#N)=C(N)O2 (stereo not drawn)	0	97	102	100	-0.8	101	/	99	100	35	6
40	Cc1cc(C)nc(NS(=O)(=O)c2ccc(N/C=C3\CCCC3=O)cc2)n1	-1	99	98	99	-0.1	100	-19	96	99	34	4
41	CCOC(=O)c1nn(-c2ccc(Cl)cc2)c2nc(CC)c(C#N)c(=O)n12	8	97	95	99	1.0	100	23	99	97	18	5
42	CCOC(=O)c1c(C)c(C(=O)Nc2ccc3c(c2)OCCO3)c(C)n1CC	53	98	98	101	2.7	101	2	97	97	25	23
43	O=C(NCc1n[nH]c(=S)n1Cc1ccccc1)c1ccccc1	2	97	98	98	0.9	100	10	98	98	11	3
44	CC(C)c1ccc(Nc2ncccc2C(=O)O)cc1	4	93	102	101	-0.5	99	5	97	97	12	13
45	Cc1cc(C)n2nc(SCC(=O)N(C(C)C)C(C)C)nc2n1	1	100	100	101	0.3	102	-38	102	102	35	6
46	CCOc1ccc(-n2c(-c3ccccc3)c[n+]3c2CCCCC3)cc1	5	101	102	99	0.5	105	5	100	102	10	11
47	O=C(/C=C/c1cccc([N+](=O)[O-])c1)NCc1ccc2c(c1)OCO2	26	97	98	99	1.7	102	-16	95	100	9	7
48	CC(C)Cn1c(O)c2ccc(C(=O)N=NC(=O)c3cccnc3)cc2c1O	1	101	98	102	0.0	101	29	102	100	18	13
49	O=C(CSc1ccc2c(c1)OCCO2)NC(=O)NC1CCCC1	1	97	100	100	0.0	99	-11	99	100	26	35
50	COc1ccc(S(=O)(=O)N2CCN(c3ccc4nnc(-c5ccccc5)n4n3)CC2)cc1	1	99	98	100	1.1	98	/	98	98	17	6
51	CC(NC(=O)c1ccco1)C(=O)N1CCc2ccccc2C1 (stereo not drawn)	1	98	103	101	0.3	105	/	101	101	12	6
52	O=C(NC(=S)Nc1ccc(NC(=O)c2cccs2)cc1)c1cc2ccccc2o1	-19	101	104	98	-1.0	107	8	100	101	7	12
53	CN(c1ccc(C(=O)Nc2ccc(Cl)cn2)cc1)S(=O)(=O)c1ccccc1	20	93	93	105	1.6	95	-7	99	97	10	12
54	CC(NC(=S)Nc1cccc(C(F)(F)F)c1)C(C)(C)C (stereo not drawn)	14	95	97	97	1.6	98	5	98	98	15	9
55	O=S(=O)(CCOc1ccccc1)N1CCOCC1	0	98	97	103	0.4	102	18	99	102	24	5
56	Cc1ccccc1N1CCN(C(=O)c2ccccc2NC(=O)c2ccccc2C(=O)O)CC1	0	97	99	102	0.2	100	-4	97	100	17	11
57	O=C(OCC(=O)N1CCCC1)c1cncc(Br)c1	3	97	97	100	0.9	102	/	100	98	17	/
